Screening data (PubChem)
A549 tox – counter-screen for Nrf2 inhibitors: cytotoxicity in A549 cells. 390,000 tested, 0.16% active. Potency, µM (titrated, usually from 46 µM), for the others: at the highest dose activity change, negative = cytotoxicity, usual class: inhibitors. AID 504648. A549 ARE-Fluc cells, CellTiter-Fluor viability, 18-24 h; also: potency is read from the fitted curve at half-maximal effect; % is scaled to controls: 0 for no effect and ±100 for the full control effect
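A549 ARE-Fluc cells in 5% FBS OPTI-MEM, 5000 cells/well, rested 2 h then exposed to compounds in concentration-response for 18-24 h at 37 °C. Viability by CellTiter-Fluor fluorescence (Ex 405/Em 525) after 30 min; luciferase luminescence (BugLite, 15 min, RT) read afterwards.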
Nrf2 inh – Nrf2 pathway inhibition; A549 ARE-Fluc reporter, luciferase luminescence, 18-24 h; Potency, µM (series often up to 46 µM), for the others: top-dose activity change, negative = inhibition, actives largely listed as inhibitors; 360,000 tested, 2.1% active; AID 504444; also: potency is read from the fitted curve at half-maximal effect; % is scaled to controls: 0 for no effect and ±100 for the full control effect; nearly all actives have a fitted effect of over 60% in size
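Cells were seeded and rested 2 h, then exposed to compounds for 18-24 h. CellTiter-Fluor was read first as a viability measure. BugLite was added 15 min before the final luminescent read of ARE-luciferase activity in A549 cells.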
Mm-Cpn inhibitor – blocks the Methanococcus maripaludis chaperonin Mm-Cpn. 330,000 tested, 0.031% active. Potency, µM (doses to about 76.9 µM), without a hit: at the top dose activity, negative = inhibition, actives largely listed as inhibitors. purified Mm-Cpn ATPase, ADP Transcreener TR-FRET. AID 504842; also: potency is read from the fitted curve at half-maximal effect; % is scaled to controls: 0 for no effect and ±100 for the full control effect; nearly all actives have a fitted effect of over 80% in size
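25 nM Mm-CPN + cpd, 10 min 37°C; + 10 uM ATP, 30 min 37°C; buffer 30 mM Tris pH 7.4, 100 mM KCl, 5 mM MgCl2, 1 mM DTT; Transcreener ADP HTRF detection 30 min RT.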
EPAC2 agonist – activates human EPAC2 exchange factor. Q8WZA2. EPAC2 activation, biochemical qHTS; response scale: 100% = 6.5 mM cAMP response. Potency, µM (doses to about 154 µM), for inactives: top-dose activation, actives largely listed as activators. 360,000 tested, 0.079% active. AID 720711; also: potency is read from the fitted curve at half-maximal effect; nearly all actives have a fitted effect of over 50% in size
Target sequence (Q8WZA2 whole entry, looked up): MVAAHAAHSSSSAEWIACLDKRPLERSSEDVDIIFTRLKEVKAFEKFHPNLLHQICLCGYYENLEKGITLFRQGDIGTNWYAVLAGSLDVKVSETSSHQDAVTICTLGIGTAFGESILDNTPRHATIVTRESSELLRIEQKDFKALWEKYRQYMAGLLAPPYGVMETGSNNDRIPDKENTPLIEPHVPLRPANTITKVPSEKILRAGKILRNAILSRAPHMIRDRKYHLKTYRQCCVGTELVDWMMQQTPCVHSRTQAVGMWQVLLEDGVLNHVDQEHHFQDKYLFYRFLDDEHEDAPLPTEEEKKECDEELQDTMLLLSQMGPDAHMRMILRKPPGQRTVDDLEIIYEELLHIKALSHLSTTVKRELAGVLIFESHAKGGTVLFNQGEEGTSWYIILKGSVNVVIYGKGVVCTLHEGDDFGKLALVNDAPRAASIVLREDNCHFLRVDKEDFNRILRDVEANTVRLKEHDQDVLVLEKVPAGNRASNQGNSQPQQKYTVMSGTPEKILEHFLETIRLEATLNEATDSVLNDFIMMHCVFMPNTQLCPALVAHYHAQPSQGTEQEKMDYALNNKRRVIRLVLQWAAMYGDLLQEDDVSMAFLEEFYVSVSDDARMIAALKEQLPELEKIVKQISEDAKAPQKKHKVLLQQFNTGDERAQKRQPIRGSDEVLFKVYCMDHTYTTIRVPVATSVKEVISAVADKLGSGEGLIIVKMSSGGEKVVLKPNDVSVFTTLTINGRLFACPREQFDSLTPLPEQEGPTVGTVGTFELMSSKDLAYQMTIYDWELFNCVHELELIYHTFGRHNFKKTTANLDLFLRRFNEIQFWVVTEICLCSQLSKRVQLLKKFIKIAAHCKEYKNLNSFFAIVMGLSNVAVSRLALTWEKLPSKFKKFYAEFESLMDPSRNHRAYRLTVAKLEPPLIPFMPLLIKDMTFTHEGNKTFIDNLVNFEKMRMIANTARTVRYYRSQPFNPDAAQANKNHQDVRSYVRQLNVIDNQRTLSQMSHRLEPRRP
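Each well held 100 nM EPAC2, 250 nM RAP1B-BODIPY-GDP and 50 uM GDP. Fluorescence, read at 5-min intervals to 30 min, was referenced to a 6.5 mM cAMP positive control.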
Nrf2 ARE act – activates Nrf2 signaling; AREc32 ARE-luciferase reporter (MCF7-derived line), luminescence, 24 h; Potency, µM (highest dose often 46.1 µM), without a hit: at the top dose activation, most hits filed as activators; 410,000 tested, 0.31% active; also: potency is read from the fitted curve at half-maximal effect; % of control where 0% means no effect; nearly all actives have a fitted effect of over 65% in size
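Luminescent ARE reporter assay in AREc32_Fluc cells: overnight plating at 37 deg C, 24 hr compound incubation, Steady-Glo added, 30 min RT before reading.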
EPAC2 antag – EPAC2 (human) antagonism | 360,000 tested, 0.18% active | EPAC2 GEF exchange of Rap1B-BODIPY-GDP, fluorescence | Potency, µM (highest dose often 114 µM), for the others: top-dose activity, negative = inhibition, actives largely listed as inhibitors | Q8WZA2; also: potency is read from the fitted curve at half-maximal effect; % is scaled to controls: 0 for no effect and ±100 for the full control effect; nearly all actives have a fitted effect of over 45% in size; many of its hits are not listed in these tables
CCT chaperon mod – cytosolic chaperonin activity modulation; purified chaperonin ATPase assay, HTRF ADP detection, 30 min; activity change, % (concentration not given with the values), hits read low; 360,000 tested, 0.3% active; AID 651819; in the data active = activity change below about -30%; also: % is scaled to controls: 0 for no effect and ±100 for the full control effect
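We incubate TRiC, 40 or 20 nM final, with library compounds at 76 uM and 10 uM ATP for 30 min at 37 °C. ADP formed is detected with Transcreener HTRF reagents after 30 min at room temperature.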
pAkt inh – blocks phosphorylation of Akt; activity change, % for hits at 50 µM; 360,000 tested, 0.32% active; Neuro2A IGF-stimulated pAkt S473 HTRF, 20 min; hits give low values; in the data active = activity change below about -80%; inconclusive = mostly about -51% to -80%; also: % is scaled to controls: 0 for no effect and ±100 for the full control effect
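Single-point screen (50 µM final compound) in Neuro2A cells stimulated 20 min with 6 nM IGF at 37 deg C. After lysis, Ser473-phosphorylated Akt read by HTRF (ex 330 nm, em 615/665 nm) as the 665/615 ratio.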
TGFb inhibitor – TGF-b pathway inhibition. HepG2 CAGA-GFP TGF-b/SMAD3 reporter, GFP fluorescence, 18 h; TGF-beta stimulated, 500 pg/mL final. Potency, µM (doses to about 46.1 µM), without a hit: at the highest dose activity, negative = inhibition, hits mostly inhibitors. 410,000 tested, 1.2% active; also: potency is read from the fitted curve at half-maximal effect; % is scaled to controls: 0 for no effect and ±100 for the full control effect; nearly all actives have a fitted effect of over 65% in size
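Cell-based qHTS in HEPG2 carrying a CAGA-GFP Smad reporter; compounds added before 500 pg/mL final TGF-beta, 18 h incubation at 37 degrees C, GFP fluorescence quantified per cell by imaging cytometry.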
* = called active by the depositor; i = inactive; ? = inconclusive; . = not tested or not shown; [ ] = remark or other dose. Unless noted, calls follow the shape of the dose curve; as a rule, active = well fitted curve in the direction sought with a large enough effect; inconclusive = small, poorly fitted or top-dose-only effect, or another doubt; inactive = no such curve, though single readings can be large; an effect the other way counts as inactive or inconclusive.

The line under a structure holds: Mm-Cpn inhibitor, EPAC2 antag, TGFb inhibitor, Nrf2 ARE act, CCT chaperon mod, EPAC2 agonist, A549 tox, pAkt inh, Nrf2 inh
O=C(CSc1nnc(CNC(=O)c2cccs2)o1)Nc1ccc(F)cc1F
→ -1%, 17%, 0%, -0.5%, -1.1, 2%, 3%, i, 16%
Cc1c(CCC(=O)O)c(=O)oc2cc(OCc3cccc(Cl)c3)ccc12
→ 1%, ?, -12%, 0.1%, 1.4, 1%, -9%, i, ?
NC1(C#Cc2ccc3c(=O)c4ccccc4sc3c2)CCCCC1
→ -7%, 7%, -18%, 8.3%, 2.1, 4%, 0%, i, ?
Cc1c(-n2c(SCC(=O)NC(C)C)nc3ccccc3c2=O)c(=O)n(-c2ccccc2)n1C
→ 1%, -1%, 4%, 0.3%, 0.7, 1%, ?, i, -15%
Cc1ccc(C(=O)NC(=S)Nc2ccc(CN3CCOCC3)cc2)cc1
→ 1%, 4%, -1%, 0.1%, -1.0, -4%, -1%, i, ?
Cc1cc(-c2n[nH]c(=S)n2-c2ccc(C)c(C)c2)no1
→ 3%, 23%, -25%, 0.5%, 0.2, 4%, 3%, i, -5%
CC(=O)N1CCN(c2ccc(NC(=O)c3ccc(Cl)c(Cl)c3)cc2)CC1
→ 1%, 4%, 3%, 0.0%, 0.4, -1%, -9%, i, -4%
CCCc1nc2c(C)cc(C)cc2c(N)c1CC
→ -2%, 8%, -1%, 0.3%, 1.8, -3%, -9%, i, -20%
Cn1c(=O)c2c(nc3n2CC(O)CN3c2ccc(O)cc2)n(C)c1=O (stereo not drawn)
→ -2%, 0%, -2%, -0.5%, -1.5, 0%, -4%, i, -13%
COc1ccccc1NC(=O)Cn1c(=O)n(-c2cccc(Cl)c2)c(=O)c2c1c1cc(C)ccc1n2C
→ ., ., -2%, 1.1%, ., ., -4%, ., 2%[9.27 µM]
COc1ccc(NC(=O)N2CCN(C(=O)c3ccco3)CC2)c(OC)c1
→ 2%, -4%, 8%, -1.0%, -5.7, -3%, -1%, i, -8%
C=C(C)C1CC=C(C)/C(=N/Nc2ccccc2[N+](=O)[O-])C1 (stereo not drawn)
→ -1%, 3%, -2%, -0.4%, 0.9, 5%, 3%, i, -1%
COCCn1c(SCC(=O)Nc2ccc(NC(C)=O)cc2)nc2ccccc2c1=O
→ -2%, 2%, ?, 0.2%, -1.9, 6%, -14%, i, -14%
Cc1cc(NS(=O)(=O)c2ccc(NC(=O)/C=C/c3cccc(Cl)c3)cc2)no1
→ -3%, 3%, 2%, 3.5%, -1.2, 6%, -9%, i, -10%
COC(=O)c1ccc(NC(=O)CC2C(=O)N(c3ccc(C)cc3)C(=O)N2Cc2ccc(OC)cc2)cc1 (stereo not drawn)
→ ., ., -24%, 5.0%, ., ., 0%, ., 11%
CCOC(=O)N1CCN(Cc2nc3cc(NC(=O)c4ccccc4[N+](=O)[O-])ccc3n2C(C)C)CC1
→ ., ., -36%, 0.2%, ., ., -3%, ., -13%
O=C(O)c1ccccc1C(=O)Nc1ccccn1
→ -5%, -1%, -2%, 0.3%, 1.0, -10%, -3%, i, -2%
O=C(NN=Cc1cc(Cl)ccc1[N+](=O)[O-])c1ccco1
→ ., 2%, -3%, ?, -2.9, -4%, 0%, i, 22%
O=C(O)c1cccc(CSc2nc(-c3ccc(Cl)cc3)cc(C(F)(F)F)n2)c1
→ -6%, -15%, ?, 0.2%, -1.9, -3%, ?, ., .
Cc1ccccc1CN1CCNC1=O
→ 1%, -3%, -2%, 0.0%, -1.8, 2%, -6%, i, 12%
O=c1c2ccccc2ncn1-c1ccc([N+](=O)[O-])cc1Cl
→ 1%, 8%, 8%, 0.1%, -7.7, 12%, 0%, i, 3%
COc1nnc(-c2ccc(N3CCCCC3)c(NC(=O)c3ccccc3)c2)c2ccccc12
→ ., ., 0%, -0.5%, ., ., 0%, ., 11%
COc1ccc(CCN(C(=O)C(F)(F)F)C(C(=O)NC2CCCCC2)c2ccc(C)s2)cc1OC (stereo not drawn)
→ 3%, -2%, -17%, 0.1%, -0.4, -10%, 2%, i, -15%
CCC(C(=O)Nc1cccc(C(=O)O)c1C)c1ccccc1 (stereo not drawn)
→ 1%, -8%, -1%, 0.1%, -1.3, -1%, 8%, i, -19%
Cn1c(SCc2ccc(Cl)cc2Cl)nc(C(F)(F)F)cc1=O
→ 6%, 7%, -1%, -0.3%, 0.5, -1%, 14%, i, 12%
CC1=NN(C(=O)COc2ccccc2)C(O)(c2ccccc2)C1 (stereo not drawn)
→ 3%, -1%, 0%, 0.3%, 0.8, 10%, -5%, i, -6%
COc1ccc(CCNC(=O)c2cc(-c3ccc4c(c3)OCO4)on2)cc1OC
→ -1%, 7%, ?, 0.2%, 0.7, -3%, -7%, i, 1%
O=C(c1ccc2c(c1)OCCO2)N1CCN(c2ccccn2)CC1
→ 0%, -1%, -5%, -0.6%, 0.5, 9%, -1%, i, -2%
COC(=O)C(C)Sc1nc2c(cnn2-c2ccc(C)cc2)c(=O)[nH]1 (stereo not drawn)
→ 0%, -8%, 1%, -0.2%, -0.1, -6%, -7%, i, -7%
O=C(CSc1nc2ccccc2c(=O)[nH]1)N1CCN(c2ccccc2)CC1
→ -5%, 22%, -4%, 0.2%, -2.3, 7%, 4%, i, ?

Three entries out of the list, sorted by number of heavy atoms, falling.
The line under a structure holds: Mm-Cpn inhibitor, EPAC2 antag, TGFb inhibitor, Nrf2 ARE act, CCT chaperon mod, EPAC2 agonist, A549 tox, pAkt inh, Nrf2 inh
COc1ccc(CCN(C(=O)C(F)(F)F)C(C(=O)NC2CCCCC2)c2ccc(C)s2)cc1OC (stereo not drawn)
→ 3%, -2%, -17%, 0.1%, -0.4, -10%, 2%, i, -15%
COc1nnc(-c2ccc(N3CCCCC3)c(NC(=O)c3ccccc3)c2)c2ccccc12
→ ., ., 0%, -0.5%, ., ., 0%, ., 11%
Cc1ccc(C(=O)NC(=S)Nc2ccc(CN3CCOCC3)cc2)cc1
→ 1%, 4%, -1%, 0.1%, -1.0, -4%, -1%, i, ?

Following part.
The line under a structure holds: Mm-Cpn inhibitor, EPAC2 antag, TGFb inhibitor, Nrf2 ARE act, CCT chaperon mod, EPAC2 agonist, A549 tox, pAkt inh, Nrf2 inh
O=[N+]([O-])c1cc(-c2nc(-c3ccccc3)no2)ccc1N1CCCC1
→ ., ., -17%, 0.1%, ., ., 2%, ., -10%
CCOC(=O)C1CCN(Cc2ccc(O)c3ncccc23)CC1
→ 0%, 3%, ?, 13%, -1.1, -7%, -21%, i, ?
CNc1cncc(-c2ccc(OC)cc2)n1
→ ., -5%, 11%, 0.6%, 0.5, 4%, ., i, .
CCCCNS(=O)(=O)c1cccc(NC(=O)[C@@H]2O[C@H](CO)[C@@H](O)[C@H]2O)c1
→ ., 6%, 3%, 0.4%, 0.1, 5%, ., i, .
O=C(CN(c1ccccc1)S(=O)(=O)c1ccc(Cl)cc1)Nc1ccccc1C(=O)N1CCCC1
→ -1%, -1%, 0%, 0.3%, 1.1, -1%, 3%, i, 8%
CCn1c(=O)cc(OCC(=O)NCCc2ccc(OC)c(OC)c2)c2ccccc21
→ 3%, 0%, 5%, 5.0%, -0.4, 4%, 2%, i, ?
CC(C)c1nc(SCC(=O)N2CCCC2)c2ccccc2n1
→ -4%, -5%[57.1 µM], -8%, 21%, -0.1, 9%, -13%, i, -24%
COc1ccc(OC)c(NC(=O)c2ccc(N3C(=O)C4CC=C(C)CC4C3=O)cc2)c1 (stereo not drawn)
→ 4%, -6%, -3%, 3.0%, 0.3, 11%, 3%, i, -14%
O=C(Nc1ccncc1)C1COc2ccccc2O1 (stereo not drawn)
→ -1%, 7%, -8%, 0.4%, -1.9, 0%, -10%, i, -23%
COc1ccc(NS(=O)(=O)c2ccc(NC(=O)Cc3cccs3)cc2)cc1
→ 3%, -17%, ?, 4.3%, -0.5, 10%, 21%, i, -20%
COc1ccc(C(=O)CC2(C(=O)O)CCCCC2)cc1
→ -10%, -3%, -22%, -0.2%, -1.5, 3%, -2%, i, -4%
NC1=NN=C(N2N=C(c3ccc(Br)cc3)CC2(O)C(F)(F)F)n2ncnc2C1 (stereo not drawn)
→ 1%, -3%, -1%, -0.2%, -2.7, 0%, 2%, i, -7%
Cc1nnc2sc(SCC(=O)N3CCCCC3)nn2c1=O
→ -1%, 7%, 0%, 8.2%, -6.9, -5%, -2%, i, 16%
COCCn1c(SCc2cccc(F)c2)nc2cc(C(=O)OC)ccc2c1=O
→ 0%, ?, 5%, 0.0%, -0.7, 8%, 1%, i, 8%
COc1ccccc1/C=C/C(=O)NCC(=O)N/N=C/c1ccccc1[N+](=O)[O-]
→ 0%, -7%, -24%, 6.1%, -2.5, 18%, 1%, i, -17%
COc1cc(O)ccc1C=O
→ 2%, -1%, 0%, 0.4%, -3.8, 4%, 0%, i, 2%
COc1cc2cc(CN(CCCO)S(=O)(=O)c3ccccc3)c(=O)[nH]c2cc1OC
→ -2%, 4%, -1%, 0.4%, -5.6, 2%, 1%, i, 11%
COc1ccc(-c2nnc3ccc(SCC(=O)N4CCOCC4)nn23)cc1
→ 1%, ?, -1%, 0.1%, -1.4, 8%, -16%, i, -25%
Nc1nonc1C(=O)NC(c1ccccc1)c1ccccc1
→ 1%, 4%, 3%, 0.3%, 1.0, 9%, 11%, i, 3%
Nc1cc(S(=O)(=O)Nc2ccccc2Cl)ccc1N1CCOCC1
→ -2%, -2%, -28%, 0.8%, 0.7, 10%, -11%, i, ?
Cc1nc2c(OCC(=O)C(C)(C)C)cccn2c1N(C)Cc1cccs1
→ ., -6%, -9%, 4.4%, -3.2, 11%, ., i, .
COc1ccc(C(=O)c2c(N)c(C(=O)Nc3cccc(OC)c3)c3ccccn23)cc1
→ ., ., 11%, -0.3%, ., ., 4%, ., 0%

An excerpt; rates above refer to the full screens.
